Source: PubChem
ATXN2 expr inh: reduces ATXN2 reporter expression in HEK-293 cells | 360,000 compounds, 0.72% hits | HEK-293 ATXN2-luciferase reporter, luminescence, 24 h | Potency, µM (doses to about 57 µM), inactives show at the top dose activity change, negative = inhibition, most hits filed as inhibitors | AID 1745845; further: on the % scale 0 is the no-effect control and ±100 the full control effect; nearly all actives have a fitted effect of over 55% in size
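ATXN2-luciferase reporter cells (luciferase flanked by upstream and downstream ATXN2 gene portions) were treated 24 h at 37 °C with compounds at up to 57 uM. SteadyGlo luminescence gave expression; GF-AFC fluorescence gave viability.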
A549 viability: A549 cytotoxicity, counter-screen for Nrf2 inhibitors | A549 ARE-Fluc cells, CellTiter-Fluor viability, 18-24 h | Potency, µM (titrated, usually from 46 µM), inactives show top-dose activity change, negative = cytotoxicity, actives largely listed as inhibitors | 390,000 compounds, 0.16% hits | AID 504648; further: on the % scale 0 is the no-effect control and ±100 the full control effect
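A549 ARE-Fluc cells in 5% FBS OPTI-MEM, 5000 cells/well, rested 2 h then exposed to compounds in concentration-response for 18-24 h at 37 °C. Viability by CellTiter-Fluor fluorescence (Ex 405/Em 525) after 30 min; luciferase luminescence (BugLite, 15 min, RT) read afterwards.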
HepG2 tox: counter-screen for TGF-b inhibitors: cytotoxicity in HepG2 cells | HepG2 CAGA-GFP viability, ATP luminescence, 18 h | Potency, µM (top dose mostly 46.1 µM), for the others: at the top dose activity change, negative = cytotoxicity, hits mostly cytotoxic | 410,000 compounds, 0.76% hits | AID 588856; further: some results filed as inactive show a strong effect at the top dose
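HepG2 CAGA-GFP cells (1000/well, DMEM with 1% FBS) received compound, then TGF-beta at 500 pg/mL final, and were incubated 18 hours at 37 degrees C. Viability was read by CellTiter-Glo luminescence. Media-only wells were set as complete cell-killing and DMSO as no toxicity.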
MCF10A rerep: induces DNA re-replication in MCF 10a normal breast cells; MCF 10A DNA re-replication, Hoechst nuclear intensity, 48 h; Potency, µM (doses to about 46.1 µM), inactives show at the highest dose activity, positive = re-replication, most hits filed as activators; 350,000 compounds, 2.9% hits; further: % of control where 0% means no effect; nearly all actives have a fitted effect of over 50% in size
Nrf2 activator: Nrf2 pathway activation; Potency, µM (titrated, usually from 46.1 µM), for inactives: top-dose activation, actives largely listed as activators; AID 624171; AREc32 ARE-luciferase reporter (MCF7-derived line), luminescence, 24 h; 410,000 compounds, 0.31% hits; further: % of control where 0% means no effect; nearly all actives have a fitted effect of over 65% in size
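Cells of the AREc32 ARE-luciferase line are plated in OPTI-MEM containing 5% FBS and left overnight at 37 deg C. Compounds are pinned in, incubation continues 24 hr, and firefly luciferase signal is then measured.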
Nrf2 block: inhibitors of Nrf2 signaling | A549 ARE-Fluc reporter, luciferase luminescence, 18-24 h | Potency, µM (titrated, usually from 46 µM), inactives show top-dose activity change, negative = inhibition, hits mostly inhibitors | 360,000 compounds, 2.1% hits | AID 504444; further: on the % scale 0 is the no-effect control and ±100 the full control effect; nearly all actives have a fitted effect of over 60% in size
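Cells were seeded and rested 2 h, then exposed to compounds for 18-24 h. CellTiter-Fluor was read first as a viability measure. BugLite was added 15 min before the final luminescent read of ARE-luciferase activity in A549 cells.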
TGFb SMAD3 inh: inhibitors of TGF-b signaling. HepG2 CAGA-GFP TGF-b/SMAD3 reporter, GFP fluorescence, 18 h; TGF-beta stimulated, 500 pg/mL final. Potency, µM (titrated, usually from 46.1 µM), for inactives: at the top dose activity, negative = inhibition, hits mostly inhibitors. 410,000 compounds, 1.2% hits. AID 588855; further: on the % scale 0 is the no-effect control and ±100 the full control effect; nearly all actives have a fitted effect of over 65% in size
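Per well, imaged GFP fluorescence of HEPG2 CAGA-GFP cells gives the signal; cells get compound, then TGF-beta (500 pg/mL final), 18 h at 37 degrees C; %Activity versus -TGF-beta and +DMSO controls.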
ATXN viability: viability counter-screen for ATXN expression inhibitors. S2 cells (HEK-293 line with an ATXN2-luciferase reporter) viability, CellTiter-Fluor protease fluorescence, 24 h. Potency, µM (highest dose often 56.7 µM), usual class: cytotoxic. 400,000 compounds, 0.49% hits. AID 651635; further: nearly all actives have a fitted effect of over 40% in size
EPAC2 antag: blocks human EPAC2 exchange factor; Q8WZA2; EPAC2 GEF exchange of Rap1B-BODIPY-GDP, fluorescence; Potency, µM (series often up to 114 µM), inactives show top-dose activity, negative = inhibition, actives largely listed as inhibitors; 360,000 compounds, 0.18% hits; AID 720708; further: on the % scale 0 is the no-effect control and ±100 the full control effect; nearly all actives have a fitted effect of over 45% in size; many of its hits are not listed in these tables
Target sequence (Q8WZA2 whole entry, looked up): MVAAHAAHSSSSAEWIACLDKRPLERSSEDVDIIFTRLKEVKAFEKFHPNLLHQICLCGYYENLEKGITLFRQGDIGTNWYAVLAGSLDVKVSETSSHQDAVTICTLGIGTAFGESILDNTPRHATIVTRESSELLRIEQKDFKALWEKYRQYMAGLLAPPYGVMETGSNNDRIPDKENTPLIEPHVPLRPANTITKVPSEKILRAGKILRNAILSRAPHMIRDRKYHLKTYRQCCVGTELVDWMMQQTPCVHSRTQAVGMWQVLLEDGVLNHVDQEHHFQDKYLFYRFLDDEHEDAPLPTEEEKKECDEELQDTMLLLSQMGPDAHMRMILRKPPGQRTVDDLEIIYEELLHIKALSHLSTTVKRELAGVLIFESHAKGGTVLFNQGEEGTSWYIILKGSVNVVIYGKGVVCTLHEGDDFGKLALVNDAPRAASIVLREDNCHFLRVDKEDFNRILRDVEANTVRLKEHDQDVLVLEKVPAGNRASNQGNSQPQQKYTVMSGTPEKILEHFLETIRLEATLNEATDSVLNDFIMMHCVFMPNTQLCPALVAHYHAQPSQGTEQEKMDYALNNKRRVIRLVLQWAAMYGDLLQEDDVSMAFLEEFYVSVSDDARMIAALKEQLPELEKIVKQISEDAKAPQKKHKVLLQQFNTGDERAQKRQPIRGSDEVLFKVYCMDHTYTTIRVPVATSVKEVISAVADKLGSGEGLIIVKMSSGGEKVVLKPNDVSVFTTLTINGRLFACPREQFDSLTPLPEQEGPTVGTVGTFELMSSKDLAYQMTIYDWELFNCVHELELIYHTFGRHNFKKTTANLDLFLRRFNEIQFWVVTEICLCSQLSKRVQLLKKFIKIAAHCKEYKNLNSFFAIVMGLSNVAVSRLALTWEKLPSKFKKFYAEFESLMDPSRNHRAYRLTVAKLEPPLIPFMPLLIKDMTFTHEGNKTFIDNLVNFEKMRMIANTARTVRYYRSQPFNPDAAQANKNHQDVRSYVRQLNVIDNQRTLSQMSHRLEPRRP
* hit, by the source's call; i = inactive; ? = inconclusive; . = not tested or not shown; [ ] = dose if it differs, or a comment. The call rests on the fitted dose curve; in most records, active means well fitted curve in the direction sought with a large enough effect; inconclusive means small, poorly fitted or top-dose-only effect, or another doubt; inactive means no such curve, though single readings can be large; an effect the other way counts as inactive or inconclusive. Potency means the concentration at half of the fitted maximal effect. Only part of the results is shown, so the mix of outcomes need not match the whole.

The opening 2 compounds, ahead of the listing:
SMILES	ATXN2 expr inh	A549 viability	HepG2 tox	MCF10A rerep	Nrf2 activator	Nrf2 block	TGFb SMAD3 inh	ATXN viability	EPAC2 antag
O=C(NCc1ccco1)c1cc2ccccc2o1	10%	-1%	-17%	-3%	26%	4%	13%	i	1%
CCOc1ccc(NC(=S)NCc2ccco2)cc1	29%	0%	11%	-3%	0.6%	23%	8%	?	1%

The whole of this part (from the top)
SMILES	ATXN2 expr inh	A549 viability	HepG2 tox	MCF10A rerep	Nrf2 activator	Nrf2 block	TGFb SMAD3 inh	ATXN viability	EPAC2 antag
O=C(NCc1ccco1)c1cc2ccccc2o1	10%	-1%	-17%	-3%	26%	4%	13%	i	1%
CCOc1ccc(NC(=S)NCc2ccco2)cc1	29%	0%	11%	-3%	0.6%	23%	8%	?	1%
O=S(=O)(N/N=C/c1ccc(N2CCOCC2)cc1)c1ccc(Br)cc1	.	1%	-12%	-1%	-0.5%	3%	?	i	2%
O=C(CCCCCNC(=O)c1ccccc1Br)N=Nc1c(O)[nH]c2ccccc12	.	9%	-3%	-3%	4.3%	13%	1%	i	6%
COc1ccc(NCc2cccn2-c2nnc(N3CCCCCC3)s2)cc1	8%	-1%	-37%	.	7.4%	?	-8%	i	.
CC(C)Oc1ccc(C(=O)O)cc1	11%	-3%	0%	0%	0.2%	4%	2%	i	9%
CN1CCN(c2ccc(NC(=S)NC(=O)c3cccc4c(Cl)cccc34)cc2)CC1	-16%	0%	-12%	?	2.6%	6%	-1%	i	5%
COCCNC(=O)CN1C(=O)CSc2ncccc21	-2%	-2%	30%	5%	-0.2%	-9%	16%	i	-3%
CC(=O)c1cnc2nc(C(F)(F)F)nn2c1C	3%	-4%	8%	3%	0.0%	23%	19%	i	-4%
COc1ccc(NC(=O)CCCSc2ccccc2)cc1S(N)(=O)=O	4%	0%	3%	2%	-0.2%	1%	0%	i	1%
COC(=O)C(CCSC)NC(=O)CNS(=O)(=O)c1ccc(Cl)cc1 (configuration not stated)	7%	0%	-20%	1%	0.1%	8%	-4%	i	2%
Nn1c(SCc2cn3ccccc3n2)nnc1-c1ccncc1	-4%	2%	3%	-9%	1.8%	-14%	-3%	i	-11%
CCCCN(C)C(=O)Cn1c(C2CC(=O)N(c3ccc(C)cc3)C2)nc2ccccc21 (configuration not stated)	7%	2%	9%	.	0.2%	14%	0%	?	.
Cc1ccc(C)c(N2CCN(S(=O)(=O)c3ccc(-c4coc(C)n4)cc3)CC2)c1	-7%	0%	-22%	.	0.6%	.	?	i	.
COc1ccc(C2c3c(ccc4ccccc34)Oc3ncn4nc(-c5ccco5)nc4c32)cc1 (configuration not stated)	10%	-1%	9%	-8%	1.3%	22%	3%	i	12%
O=C(CSc1nnnn1-c1ccc(F)cc1)Nc1nc2ccccc2s1	7%	-9%	-4%	10%	2.0%	-7%	0%	i	13%
CCn1c(C)nnc1SCC(=O)Nc1ccc(N2CCOCC2)cc1	6%	6%	-12%	-4%	0.1%	15%	?	i	11%
c1cc2c3c(cccc3c1)NN=N2	-7%	-8%	5%	3%	?	-26%	-3%	i	-1%
O=C(NCCc1ccccc1C(F)(F)F)C1CCC(=O)N(C2CC2)C1 (configuration not stated)	7%	1%	8%	-2%	-1.4%	16%	14%	i	3%
CCc1ccc(C(=O)CN2C(=O)C(C)N(c3ccc(C)cc3)C2=O)cc1 (configuration not stated)	29%	2%	-9%	-6%	-0.1%	-2%	3%	i	-10%
CCOC(=O)c1c(CC(C)C)csc1NC(=O)c1ccccc1C(=O)O	6%	1%	-5%	?	0.3%	-16%	-1%	i	-14%
Cc1onc(-c2ccccc2)c1C(=O)Oc1cccnc1	.	-7%	-13%	3%	4.3%	3%	-8%	.	18%
CC(=O)c1ccc(Cc2ccc(C(C)=O)cc2)cc1	-13%[11.3 µM]	2%	8%	1%	3.2%	4%	-12%	i	2%
CCC(OC(=O)CN1C(=O)C(=O)c2ccccc21)C(=O)Nc1ccccc1OC (configuration not stated)	-2%	3%	-4%	-3%	0.0%	-2%	-1%	i	-15%
CCCCOC(=O)C(C)Nc1n[nH]c(=S)[nH]c1=O (configuration not stated)	4%	-5%	-4%	1%	0.0%	13%	?	i	18%
The list goes on:
SMILES	ATXN2 expr inh	A549 viability	HepG2 tox	MCF10A rerep	Nrf2 activator	Nrf2 block	TGFb SMAD3 inh	ATXN viability	EPAC2 antag
Cc1ccc(SCC(=O)NC2CC3CCC(C2)N3C)cc1 (configuration not stated)	10%	0%	-4%	8%	0.4%	20%	-4%	i	-2%
O=C(COc1ccccc1O)NC1CCCC1	24%	2%	-6%	0%	0.1%	6%	-8%	i	7%
CC(=O)c1ccc(S(=O)(=O)N2CCN(c3ccnc4cc(Cl)ccc34)CC2)cc1	.	.	-8%	.	4.1%	.	-4%	i	-6%
Cc1ccc(C)c(N=C2NC(=O)CS2)c1	0%	-4%	-18%	0%	-0.9%	2%	2%	i	5%
COc1ccc(C(=O)C2CCCN(S(=O)(=O)c3cccnc3)C2)c(C)c1 (configuration not stated)	-12%	0%	1%	-40%[inhibitor]	0.1%	-3%	15%	i	-12%
CN1CCN(c2ccccc2NC(=O)c2ccc([N+](=O)[O-])o2)CC1	?	-14%	2.5µM*	15µM*	-1.8%	-7%	?	?	-3%
Cc1ccc(S(=O)(=O)NCC(=O)N(CC(=O)NCC2CCCO2)c2cccc(F)c2)cc1 (configuration not stated)	5%	1%	9%	-6%	0.2%	-7%	-14%	i	4%
Cc1ccc(NC(=O)COC(=O)Cc2ccsc2)cc1S(=O)(=O)N(C)C	-9%	1%	-5%	-1%	-0.5%	-1%	0%	i	-7%
O=C1Nc2ccccc2C(O)(C(=O)N2CCCCC2)N1c1ccccc1 (configuration not stated)	-1%	14%	1%	0%	0.0%	.	-11%	i	-5%
COc1cc(CN(C(=O)Nc2cccc(Cl)c2)c2ccccn2)cc(OC)c1OC	1%	0%	2%	.	-0.9%	5%	-19%	i	.
Cc1ccc(CN2CCN(/N=C\c3cccc([N+](=O)[O-])c3)CC2)cc1	-24%	-10%	-3%	4%	-0.8%	-24%	-19%	i	-13%
O=C(CCc1ccc(S(=O)(=O)N2CCOCC2)cc1)Nc1ccc(F)c(F)c1F	-10%	1%	1%	12%	3.4%	?	15%	i	12%
CCCCCCn1cc(CN2CC(N3CCCCC3)CS2(=O)=O)nn1 (configuration not stated)	13%	.	.	.	0.3%	.	.	i	-6%
Cc1ccc(/C=N/Nc2cc(C)nc(N3CCOCC3)n2)cc1	-12%	0%	3%	10%	0.0%	5%	1%	?	-1%
Cc1ccnc(NC(=O)Cn2ccc([N+](=O)[O-])n2)c1	2%	-2%	2%	5%	0.2%	-13%	-15%	i	14%
Cc1cccc2cc(/C=N/Nc3ccc(C(=O)O)cc3)c(Cl)nc12	.	-14%	7%	3.7µM*	2.7%	?	4%	i	-6%
CCN(CC(=O)Nc1ccc(NC(C)=O)cc1)C(=O)C1CC(=O)N(CCc2ccc(OC)c(OC)c2)C1 (configuration not stated)	-1%	-9%	9%	-1%	2.6%	-5%	-19%	?	10%
CC(Nc1nc(-c2cccnc2)nc2ccccc12)c1ccccc1 (configuration not stated)	.	.	-48%	.	7.7%	.	-1%	i	-4%
Cc1ccccc1N1CCN(Cc2ccc([N+](=O)[O-])o2)CC1	-21%	0%	-12%	0%	-0.4%	-14%	-4%	i	12%
Cc1cccc(NC(=O)Cn2c(=O)n(Cc3ccc4c(c3)OCO4)c(=O)c3ccccc32)c1	-1%	-3%	-9%	.	0.6%	-13%	-18%	i	.
C=CCC(=O)NC1CC(C)(C)Cc2c1cnn2-c1ccc(C)cc1 (configuration not stated)	.	-2%	4%	2%	0.4%	-23%	9%	i	17%
Cc1sc2ncnc(NCCN3CCOCC3)c2c1C	-15%	1%	8%	22%	0.7%	?	-18%	i	-1%
Cc1ccc(-c2cc(C(=O)N3CCCC3)c3ccccc3n2)s1	14%	-6%	-4%	3%	4.0%	14%	-17%	?	-3%
O=C1C=C(NCc2ccccc2)C2(CCCCC2)O1	2%	-1%	-10%	0%	-0.7%	-11%	22%	?	5%
Cn1c(=O)[nH]c(=O)c2c1nc(Br)n2Cc1ccc(Cl)cc1	.	.	-22%	.	7.8%	.	5%	.	-8%
Next part:
SMILES	ATXN2 expr inh	A549 viability	HepG2 tox	MCF10A rerep	Nrf2 activator	Nrf2 block	TGFb SMAD3 inh	ATXN viability	EPAC2 antag
Cc1ccc(C)c(OC(=O)CN2C(=O)c3ccccc3C2=O)c1	9%	0%	0%	?	0.3%	-4%	15%	i	13%
O=C(NC(=S)N1CCOCC1)c1ccc([N+](=O)[O-])cc1	-11%	9%	0%	-98%[inhibitor]	0.2%	20%	0%	i	-5%
COc1ccc(/C=C/S(=O)(=O)NCc2ccccc2)cc1OC	2%	2%	-21%	21%	-0.7%	-17%	-5%	i	-9%
O=C(NCC1CCCO1)C1CCCN(S(=O)(=O)c2cccc3nsnc23)C1 (configuration not stated)	-3%	-4%	-9%	-7%	0.3%	-6%	-23%	i	5%
O=C(NCc1ccccc1Cl)c1cc(C(=O)C2CC2)c[nH]1	3%	6%	0%	7%	2.8%	?	1%	i	0%
CS(=O)(=O)N1CCCC(C(=O)Nc2ccc3c(c2)OCCO3)C1 (configuration not stated)	3%	-3%	-1%	-19%	0.4%	?	1%	i	-2%
CC(C)(C)c1cc(CCC(=O)N2CCNCC2)c(C(C)(C)C)cc1O	-8%	-14%	-4%	?	-0.2%	-10%	-5%	i	-15%
O=C(NCc1ccc(Cl)cc1)N1CCN(C(=O)c2ccccc2)CC1	.	.	2%	.	0.5%	.	-1%	i	-9%
c1ccc(NC2=NCCN2CCC2CCCCC2)cc1	-11%	2%	1%	0%	-0.9%	9%	12%	i	9%
CC(/C=N/NC(=O)c1ccncc1)=C\c1ccc(C(C)C)cc1	18%	-5%	-13%	?	0.0%	.	26%	?	3%

Copied from the list:
Reading for O=C(NCc1ccc(Cl)cc1)N1CCN(C(=O)c2ccccc2)CC1 under Nrf2 activator: 0.5%
Reading for Cc1ccc(C)c(OC(=O)CN2C(=O)c3ccccc3C2=O)c1 under Nrf2 block: -4%
Reading for CC(/C=N/NC(=O)c1ccncc1)=C\c1ccc(C(C)C)cc1 under ATXN2 expr inh: 18%
